Lmaj promast: inhibitors of Leishmania major promastigote growth. Leishmania major promastigotes, resazurin fluorescence viability. inhibition, % at 10 µM. 9% of 200,000 active; in the data active means inhibition above about 50%;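 further: promastigotes grown with compound for 44 hours at 28 °C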
S1P3 antag: blocks the human S1P3 receptor. CHO S1P3 NFAT-BLA reporter, FRET fluorescence, antagonist mode. inhibition, % at 4.98 µM. Q99500. 0.27% of 170,000 active;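 active means inhibition above the plate cutoff, the mean inhibition of test wells on that plate plus 3 SD, cut at about 28% in these data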;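 further: cells challenged with S1P at its EC80 of 0.8 µM; blue over green emission ratio from cleaved BLA substrate after 4 h stimulation; 0% = S1P-stimulated wells and 100% = unstimulated DMSO-only wells; some compounds past the cut are filed as inactive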
Hsp70 act: transcriptional activators of Hsp70; 0.04% of 200,000 active; activation, % at 10 µM; AID 1203; HeLa Hsp70 promoter luciferase reporter, luminescence; scaled: vehicle 0, proteasome-inhibitor control 100%;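 active means activation above the mean across all tested compounds plus 3 SD, cutoff set per campaign, cut at about 5.5% in these data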;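 further: 100% = MG132 at 30 µM as the positive control and 0% = DMSO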
HMGR II inh: inhibitors of class II HMG-CoA reductase from Enterococcus faecalis | 0.41% of 190,000 active | AID 1066 | inhibition, % at 10 µM | purified E. faecalis HMGR, NADPH absorbance 340 nm kinetic;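 active means inhibition above a set limit, the median over all tested compounds plus 3 SD, cut at about 9.5% in these data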;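 further: enzyme runs in reverse so mevalonate oxidation gives rising NADPH absorbance; 0% = complete reaction with DMSO and 100% = background rate lacking mevalonate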
TNAP inh hi DEA: blocks human TNAP under high phosphate acceptor concentration; purified TNAP, CDP-star luminescence, 1 M DEA; inhibition, % at 20 µM; 0.03% of 200,000 active; AID 1135;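 active means over 50% inhibition of tissue-nonspecific alkaline phosphatase at 20 µM in the single-dose screen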;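 further: plate controls were DMSO wells for no effect and EDTA-quenched wells as full inhibition for full effect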
Target sequence (P05186 whole entry, looked up): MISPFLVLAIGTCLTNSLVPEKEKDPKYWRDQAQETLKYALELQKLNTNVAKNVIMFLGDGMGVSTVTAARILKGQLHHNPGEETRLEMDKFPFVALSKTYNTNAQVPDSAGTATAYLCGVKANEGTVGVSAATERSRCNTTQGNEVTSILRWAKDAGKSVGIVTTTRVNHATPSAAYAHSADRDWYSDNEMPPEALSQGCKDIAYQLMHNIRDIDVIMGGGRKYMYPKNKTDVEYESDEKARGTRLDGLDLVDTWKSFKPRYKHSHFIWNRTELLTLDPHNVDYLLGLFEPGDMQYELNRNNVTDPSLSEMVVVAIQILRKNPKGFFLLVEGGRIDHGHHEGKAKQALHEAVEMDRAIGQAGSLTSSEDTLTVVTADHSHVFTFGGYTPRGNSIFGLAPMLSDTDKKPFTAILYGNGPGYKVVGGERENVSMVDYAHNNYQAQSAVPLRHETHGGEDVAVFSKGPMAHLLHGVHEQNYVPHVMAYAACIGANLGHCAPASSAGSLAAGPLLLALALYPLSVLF
PMI act hi M6P: activators of human phosphomannose isomerase at near-saturating mannose 6-phosphate. P34949. coupled PMI enzyme assay, resazurin fluorescence, 20 min; stronger effect = higher value; 1 = untreated enzyme, 0 = substrate-free blank. activation factor at 20 µM. 0.34% of 190,000 active. AID 1216;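 active means activation factor of 2 or more at 20 µM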
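Test system – human PMI in coupled enzyme assay · Timing – 20 min incubation at room temperature · Detection – Diaphorase-driven resazurin-to-resorufin fluorescence, excitation 544, emission 590 nm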
PMI activator: increases human mannose-6-phosphate isomerase activity; purified human PMI, coupled resazurin fluorescence, 20 min; stronger effect = higher value; 1 = vehicle control, 0 substrate-free wells; activation factor at 20 µM; 0.005% of 190,000 active;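 active means activation factor of 2 or more at 20 µM, relative to plate controls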
RAM network inh: blocks the yeast RAM network; S. cerevisiae dse1pr::URA3 reporter, 5-FOA growth OD615, 2 d; analog-sensitive cbk1-as2 kinase mutant strain; inhibition, % at 50 µM; 1.8% of 190,000 active; AID 868;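 active means inhibition above a set limit, 3 SD over mean compound inhibition, cut at about 8.4% in these data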;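 further: 0% = DMSO-only wells with no growth and 100% = 10 µM 1-NA-PP1 full growth; inhibition rescues growth on 5-FOA so higher OD means more RAM inhibition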
TNAP inh noacc: blocks human TNAP activity with no phosphate acceptor present | purified TNAP, CDP-star luminescence, 30 min | inhibition, % at 20 µM | 0.26% of 200,000 active | AID 1012;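 active means tissue-nonspecific alkaline phosphatase inhibition above about 50% at 20 µM in the single-dose screen, limit read from the data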;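 further: 0% = DMSO negative control and 100% = EDTA positive control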
DTT redox prof: compounds producing H2O2 with reducing agent – biochemical, NIH compound library profiling, artefact control for MLSCN library redox annotation, primary screen; DTT-dependent redox cycling H2O2, phenol red/HRP absorbance; 100% = 100 µM peroxide control, 0% = buffer; activation, % at 10 µM; 0.03% of 200,000 active;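 active means activation of at least 50% relative to the plate's high and low controls in the primary single-dose screen; inactive means activation below 50%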;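 further: compound incubated with DTT at 0.8 mM final as the reducing agent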
Starred values were filed as active, the others as inactive; . = not tested or not shown.

SMILES	Lmaj promast	S1P3 antag	Hsp70 act	HMGR II inh	TNAP inh hi DEA	PMI act hi M6P	PMI activator	RAM network inh	TNAP inh noacc	DTT redox prof
COc1cccc2c(C)nc(Nc3nc(CSc4nnc(C)s4)cc(=O)[nH]3)nc12	0	-7	-0.2	2	2	0.9	0.8	6.4	-15	1.7
CCOC(=O)N1CCc2c(sc3c2c(=O)n(Cc2ccccc2)c(=O)n3Cc2ccccc2F)C1	26	1	-0.1	-6	2	0.9	1	3.0	0	1.4
Cn1c(=O)cc(OCCCC(=O)NCc2cccnc2)c2ccccc21	4	-16	-0.2	0	2	1.1	1	1.2	-6	-0.2
O=C(COC(=O)c1c2c(nc3ccccc13)/C(=C/c1ccco1)CC2)NC1CCCC1	89*	-8	-0.2	0	14	1.6	1.4	-1.4	11	-0.3
CCOCCOC(=O)C1=C(C)N(C)C(=O)NC1c1ccccc1F (stereo unspecified)	-2	.	-0.3	-3	-5	1.1	1	0.3	-16	0.2
COC(=O)c1ccc(NC(=S)NC2CCCCC2C)cc1 (stereo unspecified)	16	6	0.0	0	-2	0.9	0.8	1.2	-10	0.4
COc1cccc(N(CC(=O)Nc2cccc(F)c2)S(C)(=O)=O)c1	8	5	-0.4	-1	-6	1	1	1.0	1	15
S=C(NN=C1CCCCCC1)Nc1ccc(Cl)cc1	24	.	-0.5	1	-2	1.1	1	0.8	-8	-0.1
Cc1ccc2c(c1)cc(C)c1nnc(SCC(=O)NCc3ccco3)n12	7	0	0.0	-3	-3	1.1	1	-1.5	-11	-1.7
O=[N+]([O-])c1ccc(CSc2nnc(-c3cnccn3)o2)cc1	-6	.	-0.1	1	-3	1	0.9	2.9	-8	0.0
CC1=C(C(=O)OCc2ccccc2)C(c2ccccc2)NC(=O)N1CCCCCC(=O)O (stereo unspecified)	-6	-12	-0.3	4	-5	1.3	1.3	10*	-4	0.4
Cc1ccc(-n2c(SCC(=O)Nc3ccc(N4CCOCC4)cc3)nc3ccccc3c2=O)cc1	31	-7	-0.1	-10	-3	0.9	0.8	3.9	-11	0.8
CCSc1ccccc1C(=O)NCc1ccco1	-1	.	-0.2	-5	-10	1.1	1	-0.1	-18	-0.8
O=C(NCc1cccnc1)C1CCCN(S(=O)(=O)c2ccccc2)C1 (stereo unspecified)	-3	-20	0.6	3	0	1	0.9	0.0	-7	0.5
Cc1cc(OCCSc2nnc(-c3cccs3)n2C)ccc1Cl	-2	4	0.1	-6	-11	1.1	1.1	0.6	1	-2.6
OCCn1c(-c2ccc(F)cc2)csc1=Nc1ccccc1	2	2	0.0	1	-5	1.1	1.1	0.4	-11	-0.4
CCOCCCNC(=O)Cn1cc2c(n1)CCCC2	-6	4	-0.3	2	1	0.9	1	-0.7	10	-1.0
Cc1ccc2c(c1)nnn2C1CCN(C(=O)c2ccccc2F)CC1	-4	-1	0.5	1	-9	1.2	1.1	2.4	-12	-0.4
CNc1oc(Cc2cccc3ccccc23)nc1C#N	2	1	0.0	1	-5	0.9	0.9	0.9	-16	0.1
CN(c1ccc(OCC(=O)OCC(=O)Nc2ccc(F)cc2)cc1)S(=O)(=O)c1ccc(Cl)cc1	-8	-7	-0.4	-4	1	0.9	0.8	6.1	-8	0.4

Fetched one by one from above (five):
SMILES	Lmaj promast	S1P3 antag	Hsp70 act	HMGR II inh	TNAP inh hi DEA	PMI act hi M6P	PMI activator	RAM network inh	TNAP inh noacc	DTT redox prof
OCCn1c(-c2ccc(F)cc2)csc1=Nc1ccccc1	2	2	0.0	1	-5	1.1	1.1	0.4	-11	-0.4
O=C(COC(=O)c1c2c(nc3ccccc13)/C(=C/c1ccco1)CC2)NC1CCCC1	89*	-8	-0.2	0	14	1.6	1.4	-1.4	11	-0.3
CCOCCCNC(=O)Cn1cc2c(n1)CCCC2	-6	4	-0.3	2	1	0.9	1	-0.7	10	-1.0
O=C(NCc1cccnc1)C1CCCN(S(=O)(=O)c2ccccc2)C1 (stereo unspecified)	-3	-20	0.6	3	0	1	0.9	0.0	-7	0.5
CC1=C(C(=O)OCc2ccccc2)C(c2ccccc2)NC(=O)N1CCCCCC(=O)O (stereo unspecified)	-6	-12	-0.3	4	-5	1.3	1.3	10*	-4	0.4

Full records, quoted from the list:
CCOCCCNC(=O)Cn1cc2c(n1)CCCC2 is entered as Lmaj promast: -6; S1P3 antag: 4; Hsp70 act: -0.3; HMGR II inh: 2; TNAP inh hi DEA: 1; PMI act hi M6P: 0.9; PMI activator: 1; RAM network inh: -0.7; TNAP inh noacc: 10; DTT redox prof: -1.0
O=C(COC(=O)c1c2c(nc3ccccc13)/C(=C/c1ccco1)CC2)NC1CCCC1 is entered as Lmaj promast: 89*; S1P3 antag: -8; Hsp70 act: -0.2; HMGR II inh: 0; TNAP inh hi DEA: 14; PMI act hi M6P: 1.6; PMI activator: 1.4; RAM network inh: -1.4; TNAP inh noacc: 11; DTT redox prof: -0.3

(more compounds)
SMILES	Lmaj promast	S1P3 antag	Hsp70 act	HMGR II inh	TNAP inh hi DEA	PMI act hi M6P	PMI activator	RAM network inh	TNAP inh noacc	DTT redox prof
Cc1ccc(NC(=O)COC(=O)CNC(=O)C2CCCCC2)c(Br)c1	-5	-2	-0.2	2	0	1	1.1	4.5	-6	-2.0
N#CCCN1CCN(S(=O)(=O)c2ccc(S(=O)(=O)NC3CC3)cc2)CC1	-9	-6	-0.3	1	-6	0.9	0.9	1.7	-8	-2.0
COc1ccc(NC(=O)/C=C/c2cccc(F)c2)cn1	2	-2	-0.2	-1	2	0.9	1	1.6	-16	-0.3
CCn1c(SCC(=O)c2ccc(NS(=O)(=O)c3ccccc3)cc2)nnc1-c1cccs1	-9	-25	-0.2	-8	-1	1	0.8	3.5	-19	0.5
CCC(C)[C@H](N)c1cn([C@@H](CCCCN)C(=O)N2CCNCC2)nn1 (stereo partly specified)	-4	-12	-0.1	-2	-8	1.1	1.1	2.1	-12	0.1
COc1ccccc1OCCSc1nnc(C)n1-c1ccccc1	73*	-9	-0.4	-1	-6	1	1	0.8	-15	0.6
